Assay outcomes from PubChem BioAssay.
TRPC4 PAM: TRPC4 (mouse) allosteric potentiation; Q9QUQ5; HEK293 TRPC4beta/mu-opioid, DAMGO EC20, Fluo-4 Ca2+ flux; hits give high values; B-score at 10 µM; 310,000 tested, 0.42% active; AID 2227;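 active means B-score of calcium response area above 5 SD of library B-scores, with initial fluorescence ratio within 5 SD of library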;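 further: B-score of integrated fluorescence ratio over time as area under calcium response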
hERG protect: hERG (human) protection from proarrhythmic block. AID 1511. CHO-hERG, FluxOR thallium flux, dofetilide IC70 present. activation (rescue from dofetilide block), less the hit threshold, % at 10 µM. 310,000 tested, 0.51% active;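 active means activation above the mean of controls blocked by dofetilide plus 5 SD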;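 further: thallium influx through hERG after potassium depolarization seen as dye fluorescence rise; in these data hits start at about 4.7%; inactives centre near -7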
TMEM16A act: activators or potentiators of mouse TMEM16A chloride channel; Q8BHY3; HEK293 TMEM16A/YFP-H148Q/I152L, iodide quench fluorescence; hits give low values; B-score at 10 µM; 340,000 tested, 0.3% active; AID 623877;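 active means fluorescence-ratio B-score plate-corrected deviation score at least 3 library SD below zero, with starting fluorescence score within 5 deviations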;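 further: channel opened by trigger with iodide after compound preincubation; score built on the fluorescence ratio of max minus min over baseline; more negative score means more quench and so TMEM16A activation or potentiation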
KCNQ1 act: human KCNQ1 channel potentiation or activation. CHO-K1 KCNQ1, thallium flux FluxOR fluorescence; hits give high values. B-score at 10 µM. 310,000 tested, 0.35% active;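 active means fluorescence ratio B-score, a plate-corrected score, at least three library SD, with initial intensity B-score within 5 SD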
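Material: CHO-K1 cells stably expressing KCNQ1. Medium: assay buffer for compound exposure, DMSO matched across wells. Reagent: K+/Tl+ depolarizing stimulus. Compound dosing: single-concentration screen. Times: 37 °C overnight plating, 90-min dark dye load, 20-min compound pretreatment. Technique: FluxOR Tl+ flux fluorescence.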
KCNQ1 block: human KCNQ1 channel inhibition. P51787. CHO-K1 KCNQ1, FluxOR thallium flux fluorescence; hits give high values. B-score at 10 µM. 310,000 tested, 1.3% active. AID 2642;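 active means compounds whose thallium flux B-score, printed positive for inhibition, exceeds three library SD while starting fluorescence stays within three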;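 further: channel opened by potassium depolarization with thallium stimulus after 20 min compound exposure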
TMEM16A inh: inhibitors of mouse TMEM16A calcium-activated chloride channel; 310,000 tested, 1.2% active; HEK293 TMEM16A/YFP iodide influx fluorescence, ionomycin; AID 588511; normalized B-score (activity score, 25-100; higher = stronger inhibition) at 10 µM;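 active means ratio plate-corrected score three or more library SD toward inhibition, starting fluorescence score within five deviations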;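 further: score derived from kinetic fluorescence span divided by baseline fluorescence per well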
KCNK3 block: human KCNK3 channel inhibition, primary screen. CHO-KCNK3 thallium flux, FluxOR fluorescence; hits give low values. O14649. 340,000 tested, 0.84% active. B-score at 10 µM. AID 602410;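 active means B-score under library mean minus 4 SD, starting fluorescence ratio at most library mean plus 5 SD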;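 further: more negative B-score means stronger inhibition of thallium flux through KCNK3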
Target sequence (O14649 whole entry, looked up): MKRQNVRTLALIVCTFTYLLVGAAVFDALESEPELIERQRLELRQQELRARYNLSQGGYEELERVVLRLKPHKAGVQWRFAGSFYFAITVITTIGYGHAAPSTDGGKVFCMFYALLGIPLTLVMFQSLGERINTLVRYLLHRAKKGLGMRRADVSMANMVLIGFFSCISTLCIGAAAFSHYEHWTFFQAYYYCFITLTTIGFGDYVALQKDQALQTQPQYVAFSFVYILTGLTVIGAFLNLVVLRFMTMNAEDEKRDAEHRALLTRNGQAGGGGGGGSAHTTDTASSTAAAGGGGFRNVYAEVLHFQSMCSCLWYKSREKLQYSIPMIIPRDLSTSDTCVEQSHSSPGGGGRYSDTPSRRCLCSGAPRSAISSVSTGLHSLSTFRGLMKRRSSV
Dyrk1A ADPGlo: blocks rat Dyrk1A kinase activity; inhibition, % at 12.5 µM; AID 504441; ADP-Glo luminescence, NFATc1 peptide; 310,000 tested, 0.43% active; Q63470; in the data active means inhibition above about 50%;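 further: plate controls were vehicle with enzyme for no effect and no enzyme for full effect; many of its hits are not listed in these tables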
HDAC3 inhib: human HDAC3 inhibition; 320,000 tested, 0.15% active; recombinant HDAC3, fluorogenic peptide/trypsin coupled, fluorescence; inhibition, % at 8.3 µM; AID 2718; O15379; in the data active means inhibition above about 26%, passing the limit was not always enough
Target sequence (O15379 whole entry, looked up): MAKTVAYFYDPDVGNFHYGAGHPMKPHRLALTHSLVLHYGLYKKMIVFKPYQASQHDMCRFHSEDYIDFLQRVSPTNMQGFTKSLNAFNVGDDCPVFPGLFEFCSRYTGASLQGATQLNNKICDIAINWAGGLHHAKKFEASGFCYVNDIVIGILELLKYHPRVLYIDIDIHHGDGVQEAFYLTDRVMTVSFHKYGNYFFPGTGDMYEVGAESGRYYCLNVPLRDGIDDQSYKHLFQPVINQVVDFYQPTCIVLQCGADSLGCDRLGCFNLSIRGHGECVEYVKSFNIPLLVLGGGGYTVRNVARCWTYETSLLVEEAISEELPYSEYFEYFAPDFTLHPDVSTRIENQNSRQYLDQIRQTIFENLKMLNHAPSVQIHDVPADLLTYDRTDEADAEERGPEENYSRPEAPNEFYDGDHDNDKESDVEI
KCNK9 inh: blocks the human KCNK9 two-pore domain potassium channel. Q9NPC2. HEK293 KCNK9, FluxOR thallium flux fluorescence; hits give low values. B-score at 10 µM. 310,000 tested, 1.2% active;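 active means ratio B-score over 3 SD below the library mean, with starting fluorescence within 5 SD of its mean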;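 further: negative B-score means less thallium flux so channel inhibition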
TRPC4 act: opens the mouse TRPC4 cation channel. Q9QUQ5. HEK293 TRPC4beta/mu-opioid, Fluo4 calcium fluorescence; hits give high values. B-score at 10 µM. 310,000 tested, 0.49% active;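 active means B-score above 5 SD of library B-scores, and initial fluorescence ratio not above library mean plus 5 SD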;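 further: positive B-score marks a calcium rise read as TRPC4 activation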
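Assay system: HEK293 cells stably co-expressing mouse TRPC4beta and mu-opioid receptor / Timing: Fluo4 dye loading 45 min at room temperature, 110 s recording / Signal: Fluo4 calcium-sensitive dye fluorescence, kinetic, 1 Hz baseline / Read-out: integrated baseline-normalised fluorescence ratio, converted to per-well B score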
* hit, by the source's call; i = inactive; · = not tested or not shown.

SMILES	TRPC4 PAM	hERG protect	TMEM16A act	KCNQ1 act	KCNQ1 block	TMEM16A inh	KCNK3 block	Dyrk1A ADPGlo	HDAC3 inhib	KCNK9 inh	TRPC4 act
O=C(NC1CC1)C1=C[C@@H](c2ccc3c(c2)OCO3)C[C@@H](OCc2ccc(CO)cc2)O1	i	-10	i	i	i	i	i	0	-2	i	i
CCc1ccc(Nc2n[n+](-c3ccccc3)c(-c3c(Cl)cccc3Cl)s2)cc1	i	-25	-8.1*	i	i	100*	i	4	0	i	i
COc1ccccc1-c1nnc(-c2ccc(N3CCOCC3)cc2)o1	i	-9	i	i	i	i	i	-3	-15	i	i
CC(=O)N(C)C1(c2nnnn2CCOC(=O)Nc2cccc3ccccc23)CCCC1	i	-9	i	i	i	i	i	0	2	i	i
Cc1cccc(NC(=S)NNC(=O)c2ccco2)c1	i	-10	i	i	i	i	i	-5	-5	i	i
CCOC(=O)c1cc(C)sc1NC(=O)CSc1nnnn1C	i	-6	i	i	i	i	i	4	6	i	i
CC1(C)C2([N+](=O)[O-])CN(CCO)CC1([N+](=O)[O-])CN(CCO)C2	i	-3	i	i	i	i	i	14	-4	i	i
Cc1cc(C(=O)NCc2csc(-c3ccccc3)n2)no1	i	-7	i	i	i	i	i	-3	2	i	i
NC(=S)Nn1c(CCC(=O)O)ccc1-c1ccccc1	i	-7	i	i	i	i	i	-2	-2	i	i
CC(C)(C)NC(=O)NC(=O)CN1CCN(C(c2ccccc2)c2ccccc2)CC1	i	-18	i	i	i	i	i	3	4	i	i
NNC(=S)Nc1ccccc1Cl	i	-13	i	i	i	i	i	-5	6	i	i
Cc1ccc(C(=O)NCC(=O)OCC(=O)Nc2ccc3[nH]c(=O)[nH]c3c2)cc1	i	-3	i	i	i	i	i	9	9	i	i
Fc1ccc(CSc2ccc3nnc(-c4cccs4)n3n2)cc1	i	-5	i	i	i	i	i	0	4	i	i
CCOc1cc(/C=N/NC(=O)CCn2nnc3ccccc32)ccc1O	i	-6	i	i	i	i	i	0	-1	i	i
CCOc1ccccc1-c1nc(-c2cc3ccc(C)cc3[nH]c2=O)no1	i	-22	i	i	i	i	i	4	-5	i	i
O=C(c1ccc(Cl)cc1)c1cnc(Nc2ccccc2)s1	i	-4	i	i	i	i	i	-1	-5	i	i
Cc1ccc(Cl)c(NC(=O)COC(=O)c2ccccc2C(=O)c2ccc(Cl)c([N+](=O)[O-])c2)c1Cl	i	-11	i	i	i	i	i	-4	5	i	i
O=C(NC(=S)Nc1cccc(Cl)c1N1CCCCC1)c1cccs1	i	7.2*	i	24*	i	i	i	-5	-1	i	i
CCOc1ccc(N2CC(C(=O)Nc3nnc(Cc4ccc(OC)c(OC)c4)s3)CC2=O)cc1 (centres undefined)	i	-10	i	i	i	i	i	3	1	i	i
COc1ccc(S(=O)(=O)N2CCOC2CNC(=O)C(=O)NCc2ccco2)cc1OC (centres undefined)	i	-6	i	i	i	i	i	-8	18	i	i
COc1ccccc1CNC(=O)Cn1cccc1	i	-8	i	i	i	i	i	0	-2	i	i
Cn1c(Cc2ccccc2)nnc1SCC(=O)Nc1ccccc1	i	-8	i	i	i	i	i	5	2	i	i
CN(CC(=O)NCc1ccccc1Cl)S(=O)(=O)c1ccc2c(c1)n(C)c(=O)c(=O)n2C	i	-8	i	i	i	i	i	4	-2	i	i
COc1ccc(S(=O)(=O)N[C@@H](Cc2ccccc2)C(=O)N2CC[C@@]3(O)CCCC[C@H]3C2)cc1	i	-24	i	i	i	i	i	-6	-1	i	i
COc1ccc(NS(=O)(=O)c2cc(N)ccc2N2CCOCC2)cc1	i	-5	i	i	i	i	i	5	0	i	i

10 entries from above, arranged by molar mass, lowest first.
SMILES	TRPC4 PAM	hERG protect	TMEM16A act	KCNQ1 act	KCNQ1 block	TMEM16A inh	KCNK3 block	Dyrk1A ADPGlo	HDAC3 inhib	KCNK9 inh	TRPC4 act
COc1ccccc1CNC(=O)Cn1cccc1	i	-8	i	i	i	i	i	0	-2	i	i
NC(=S)Nn1c(CCC(=O)O)ccc1-c1ccccc1	i	-7	i	i	i	i	i	-2	-2	i	i
Cc1cc(C(=O)NCc2csc(-c3ccccc3)n2)no1	i	-7	i	i	i	i	i	-3	2	i	i
CC1(C)C2([N+](=O)[O-])CN(CCO)CC1([N+](=O)[O-])CN(CCO)C2	i	-3	i	i	i	i	i	14	-4	i	i
COc1ccccc1-c1nnc(-c2ccc(N3CCOCC3)cc2)o1	i	-9	i	i	i	i	i	-3	-15	i	i
CCOc1ccccc1-c1nc(-c2cc3ccc(C)cc3[nH]c2=O)no1	i	-22	i	i	i	i	i	4	-5	i	i
CCOc1cc(/C=N/NC(=O)CCn2nnc3ccccc32)ccc1O	i	-6	i	i	i	i	i	0	-1	i	i
COc1ccc(NS(=O)(=O)c2cc(N)ccc2N2CCOCC2)cc1	i	-5	i	i	i	i	i	5	0	i	i
COc1ccc(S(=O)(=O)N2CCOC2CNC(=O)C(=O)NCc2ccco2)cc1OC (centres undefined)	i	-6	i	i	i	i	i	-8	18	i	i
Cc1ccc(Cl)c(NC(=O)COC(=O)c2ccccc2C(=O)c2ccc(Cl)c([N+](=O)[O-])c2)c1Cl	i	-11	i	i	i	i	i	-4	5	i	i

Remaining list, next part.
SMILES	TRPC4 PAM	hERG protect	TMEM16A act	KCNQ1 act	KCNQ1 block	TMEM16A inh	KCNK3 block	Dyrk1A ADPGlo	HDAC3 inhib	KCNK9 inh	TRPC4 act
Cc1ccc(-n2ncc3c2CC(C)(C)CC3NC(=O)CCc2cnn(C)c2)cc1 (centres undefined)	i	-11	i	i	i	i	i	0	-4	i	i
CCCCCCC(O)(CCN1CCCCC1)c1ccccc1 (centres undefined)	i	-8	i	i	i	i	i	1	0	i	i
S=c1nc(NCc2ccc3c(c2)OCO3)c2ccccc2[nH]1	i	-2	i	i	i	i	i	-1	5	i	i
Cc1nc(=O)c(-c2ccccc2)c(C)n1-c1ccccc1C(=O)O	i	-6	i	i	i	i	i	-12	0	i	i
CCOc1ccc(CN2CCN(Cc3[nH]c4ccccc4c3C)CC2CCO)cc1 (centres undefined)	i	-18	i	i	i	i	i	0	3	i	i
COc1ccccc1N1C(=O)CC(N2CCc3ccccc32)C1=O (centres undefined)	i	-9	i	i	i	i	i	-14	5	i	i
O=C(O)CCn1c(=O)sc2ccccc21	i	-6	i	i	i	i	i	5	2	i	i
C=CCNC(=O)c1ccc2c3n(nc2c1)-c1ccc(C)cc1CO3	i	-8	i	i	i	i	i	1	-11	i	i
N#CCc1c(C#N)c(N)nc(N2CCN(C=O)CC2)c1C#N	i	-14	i	i	i	i	i	13	4	i	i
Cc1ccccc1C(=O)NC(=S)Nc1ccc(Oc2ccc(Cl)cc2)cc1	i	-2	i	i	i	i	i	-4	1	i	i
CC1=C(C(=O)OC2CCCC2)C(c2coc3ccccc3c2=O)C2=C(CCCC2=O)N1 (centres undefined)	i	-6	i	i	i	i	i	-2	2	i	i
O=S(=O)(c1cc(Cl)ccc1Cl)N1CCc2ccccc21	i	-6	i	i	i	i	i	10	1	i	i
Cc1cc(C)c(S(=O)(=O)Nc2ccc(O)cc2)cc1C	i	-11	i	i	i	i	i	1	4	i	i
CC(C)Nc1nc2ccccc2c(=O)[nH]1	i	-7	i	i	i	i	i	13	-15	i	i
O=C(Nc1ccc(F)cc1)c1cccnn1	i	-5	i	i	i	i	i	0	6	i	i
O=C(CSc1nc2ccccc2c(=O)n1NC(=O)Cc1ccccc1)NCc1ccccc1	i	-13	i	i	i	i	i	2	2	i	i
Nc1ccccc1SCC(=O)N1CCc2ccccc21	i	-9	i	i	i	i	i	-4	-1	i	i
Cc1cccc(CS(=O)(=O)Cc2ccc(C(=O)NCCN3CCCCC3C)o2)c1 (centres undefined)	i	-1	i	i	i	i	i	1	-1	i	i
CCOC(=O)[C@H]1CCC[C@@H](NS(=O)(=O)c2ccc(NC(C)=O)cc2)C1	i	-2	i	i	i	i	i	6	0	i	i
O=C(O)c1nccnc1C(=O)Nc1ccc(S(=O)(=O)N2CCOCC2)cc1	i	-3	i	i	i	i	i	0	-4	i	i
COC(=O)c1sccc1NC(=O)/C=C/c1ccc(Cl)cc1	i	-9	i	i	i	i	i	-10	2	i	i
Cc1cc(C(=O)CSc2nnc(N)s2)c(C)n1CCc1ccc(Cl)cc1	i	-15	i	i	i	i	i	-3	5	i	i
O=C1c2ccccc2C(=O)N1CCCCN(C(=O)c1cccc([N+](=O)[O-])c1)c1ccc(Cl)cc1	i	-12	i	i	i	i	i	-1	3	i	i
COc1ccc(NC(=O)CN2CCC(C)CC2)cc1	i	-10	i	i	i	i	i	-64	-8	i	i
CCN1CCN(c2cc(N3CCc4ccccc4C3)c(F)cc2[N+](=O)[O-])CC1	i	-28	i	i	i	i	i	5	7	i	i

New compounds follow:
SMILES	TRPC4 PAM	hERG protect	TMEM16A act	KCNQ1 act	KCNQ1 block	TMEM16A inh	KCNK3 block	Dyrk1A ADPGlo	HDAC3 inhib	KCNK9 inh	TRPC4 act
CC1(C)NC(=O)N(CC(O)COc2ccccc2C(=O)Nc2ccccc2)C1=O (centres undefined)	i	-6	i	i	i	i	i	1	10	-15*	i
COc1ccc(C(=O)NCCc2nnc(SCc3nc4ccccc4c(=O)[nH]3)n2C)cc1	i	-4	i	i	i	i	i	16	0	i	i
CCOC(=O)CSc1nc2cc(C(=O)N3CCC(C(N)=O)CC3)ccc2c(=O)n1-c1ccccc1	i	-19	i	i	i	i	i	·	5	i	i
Cc1ccc(CCC(=O)Nc2nccs2)o1	i	-7	i	i	i	i	i	·	-5	i	i
COc1ccc(S(=O)(=O)n2nc(OC(=O)c3ccc(C)cc3)cc2N)cc1	i	-11	i	i	i	i	i	2	61*	i	i
Cc1cc(NC(=O)COC(=O)c2ccc(NS(=O)(=O)c3ccc(C)c(C)c3)cc2)no1	i	-3	i	i	i	i	i	3	-13	i	i

The list is partial. The share of hits here may be higher or lower than overall.
